TWEAK Fn14 block = inhibitors of TWEAK-Fn14 interaction signaling; TWEAK-stimulated Fn14 reporter cells, luciferase luminescence, 8 h; inhibition, % at 10 µM; 360,000 tested, 2% active; AID 1159606; in the data active = inhibition above about 50%
NR2F2 inh = NR2F2 (human) inhibition, primary screen | P24468 | HEK293T NGFI-A luciferase reporter, luminescence | inhibition, % at 8.6 µM | 370,000 tested, 0.7% active | AID 686940;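 active = inhibition above a per-plate cutoff, mean inhibition of test wells between control levels plus 3 SD, cut at about 38% in these data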;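 also: cells cotransfected with COUP-TFII expression vector driving the NGFI-A reporter; 0% = median of COUP-TF2 test wells and 100% = reporter-only cells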
Target sequence (P24468 whole entry, looked up): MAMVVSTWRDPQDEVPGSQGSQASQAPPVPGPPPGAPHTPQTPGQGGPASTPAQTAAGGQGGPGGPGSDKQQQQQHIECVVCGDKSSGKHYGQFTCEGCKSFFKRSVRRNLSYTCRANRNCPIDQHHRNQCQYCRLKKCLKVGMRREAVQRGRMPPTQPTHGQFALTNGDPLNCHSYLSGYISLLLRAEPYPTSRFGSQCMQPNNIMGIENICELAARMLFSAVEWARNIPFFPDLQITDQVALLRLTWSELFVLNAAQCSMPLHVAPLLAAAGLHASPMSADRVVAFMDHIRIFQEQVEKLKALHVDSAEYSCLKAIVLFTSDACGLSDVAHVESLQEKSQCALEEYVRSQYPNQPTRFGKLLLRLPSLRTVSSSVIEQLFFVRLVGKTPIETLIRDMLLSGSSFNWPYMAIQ
EBV LMP1 NFkB = Epstein-Barr LMP1 NF-kappaB reporter inhibition; LMP1-induced NF-kappaB luciferase reporter cells, luminescence; inhibition, % at 12.5 µM; 350,000 tested, 0.69% active; in the data active = inhibition above about 41%;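 also: 0% = neutral control wells and 100% = reference inhibitor control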
TROY signal inh = inhibitors of TROY-dependent NF-kB signaling | Q293 LMP1-TROYcd NF-kB luciferase reporter, 4 h | inhibition, % at 10 µM | AID 1347056 | 360,000 tested, 0.98% active;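 active = compounds whose plate-normalised and pattern-corrected inhibition of the luciferase reporter signal at the single screening dose is 50% or more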
KKLEB tox = reduces viability of KKLEB cystic fibrosis airway cells; activity change (cytotoxicity), % at 5 µM; 360,000 tested, 0.36% active; KKLEB CF airway cells viability, ATPlite luminescence, overnight; active compounds read low; cells stimulated with P. aeruginosa culture filtrate; AID 602141;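 active = corrected activity change at or below -50% at 5 µM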
Shn3 3UTR inh = reduces Shn3 3'UTR luciferase signal in osteoblasts; Clone20 osteoblast Shn3 3'UTR firefly luciferase, 24 h; inhibition, % at 12.5 µM; 360,000 tested, 0.52% active; AID 588674;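 active = mean inhibition of at least 75% with every replicate also reaching 75%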;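 also: 0% = median of neutral control wells and 100% = pilot-screen positive control compound; some compounds past the cut are filed as inactive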
NCOA1 inh = inhibitors of human steroid receptor coactivator 1 (SRC1); HEK293 GAL4-SRC1 luciferase reporter, luminescence; inhibition, % at 3.6 µM; Q15788; AID 588354; 360,000 tested, 0.12% active;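 active = inhibition above the campaign mean plus 3 SD, with each screening campaign given its own cutoff, cut at about 60% in these data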;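 also: 0% = DMSO treated cells and 100% = gossypol at 36 µM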
TRAIL sens C8 = sensitizes caspase-8 expressing cells to TRAIL; NB7+C8 cells + TRAIL, ATPlite viability luminescence; inhibition (viability loss, TRAIL sensitization), % at 10 µM; 360,000 tested, 1% active;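 active = compounds causing at least 50% loss of cell viability in the single-dose screen, relative to plate controls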
CF NFkB block = cystic fibrosis NF-kB activation inhibition. KKLEB NF-kB-GFP reporter, PAF-induced, GFP fluorescence overnight. inhibition, % at 5 µM. 360,000 tested, 0.86% active. AID 588850;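 active = at least 50% inhibition at 5 µM, scaled per plate between neutral and stimulator controls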;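 also: PAF is a Pseudomonas aeruginosa culture filtrate used as stimulus; plate controls were PAF-stimulated DMSO wells for no effect and unstimulated DMSO wells for full effect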
LRH-1 inv ag = NR5A2 inverse agonism in reporter assay. 360,000 tested, 0.13% active. O00482. HEK293T StAR-luciferase reporter, LRH-1 transfected, 24 h. inhibition, % at 3.6 µM;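 active = inhibition above the mean inhibition of all tested compounds plus 3 SD, cut at about 73% in these data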;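 also: 0% = DMSO wells and 100% = reporter-only cells lacking LRH-1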
Target sequence (O00482 whole entry, looked up): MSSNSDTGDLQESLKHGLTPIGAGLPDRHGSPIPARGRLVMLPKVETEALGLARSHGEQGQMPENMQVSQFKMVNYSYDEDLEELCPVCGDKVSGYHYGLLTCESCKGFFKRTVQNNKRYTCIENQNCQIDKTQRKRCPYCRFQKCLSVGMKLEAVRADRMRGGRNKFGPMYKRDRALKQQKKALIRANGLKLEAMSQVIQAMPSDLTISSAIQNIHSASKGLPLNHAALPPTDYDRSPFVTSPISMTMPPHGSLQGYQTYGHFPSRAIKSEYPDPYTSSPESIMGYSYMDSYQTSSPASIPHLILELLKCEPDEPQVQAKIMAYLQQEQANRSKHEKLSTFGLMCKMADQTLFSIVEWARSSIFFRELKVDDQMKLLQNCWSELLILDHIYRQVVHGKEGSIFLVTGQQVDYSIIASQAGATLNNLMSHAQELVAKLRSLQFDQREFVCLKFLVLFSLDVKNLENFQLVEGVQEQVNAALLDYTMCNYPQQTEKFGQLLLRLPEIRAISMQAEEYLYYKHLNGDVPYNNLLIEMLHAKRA
SRC3 inh = human NCOA3 inhibition | 360,000 tested, 0.17% active | HEK293 GAL4-SRC3 luciferase reporter, luminescence | AID 588352 | Q9Y6Q9 | inhibition, % at 3.6 µM;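 active = inhibition above a per-campaign cutoff, the mean of all compounds plus 3 SD, cut at about 60% in these data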;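 also: 0% = DMSO-treated cells and 100% = gossypol-treated cells at 36 µM; higher means less SRC3-driven luciferase light from the GAL4 reporter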
* = called active by the depositor; x = not tested or not shown. A portion of the library (hit frequency here may not be typical).

The line under a structure holds: TWEAK Fn14 block	NR2F2 inh	EBV LMP1 NFkB	TROY signal inh	KKLEB tox	Shn3 3UTR inh	NCOA1 inh	TRAIL sens C8	CF NFkB block	LRH-1 inv ag	SRC3 inh
- Cc1cc(NS(=O)(=O)c2ccc(NC(=S)NC(=O)c3cccc(S(=O)(=O)N(C)C)c3)cc2)no1
  -8	16	0	-9	-1	-10	13	4	20	6	11
- Cc1cc(C)n2nc(S(=O)(=O)N(CC(C)C)CC(C)C)nc2n1
  -4	-8	-5	-3	-14	-5	-2	-8	1	15	1
- COc1nc(C)nc2c1sc1nc3c(cc12)COC(C)(C)C3
  4	-54	-21	2	-5	-43	-67	8	-6	-121	-65
- Cc1ccccc1NC(=O)CSc1nc(N)c(C#N)cc1C#N
  5	10	10	-3	12	-14	-20	1	2	10	5
- Nc1nnnn1/N=C/c1ccccc1OCc1ccc(Cl)cc1
  4	-15	-9	-54	3	-44	1	4	-13	-17	11
- O=S1(=O)[C@H]2C[C@H](CO)O[C@@]2(CO)CN1Cc1ccc(-c2cccc(Cl)c2)cc1
  10	2	7	-12	10	8	-5	-5	3	1	-26
- C/C(=N\NC(=O)C1CC1c1ccccc1)c1cccc([N+](=O)[O-])c1 (stereo not given)
  21	-8	2	36	-8	7	-12	-1	-7	6	1
- O=C(COc1ccc(Cl)cc1)N1CCCC1
  2	-23	-3	-28	3	-8	-15	-9	-22	-2	-2
- Cc1cc(N2C(=O)CC(N3CCN(C(c4ccccc4)c4ccccc4)CC3)C2=O)no1 (stereo not given)
  14	0	5	x	-1	-6	-19	-9	10	-9	-11
- Cc1nn(CC2CC2)c(=O)n1-c1ccccc1F
  -10	-2	1	-7	-7	4	5	6	6	-28	2
- CC(=O)Nc1ccc(-c2cn3cccnc3n2)cc1
  -17	-15	-4	-22	4	-21	-61	-1	6	-55	-17
- CC1CCCCC1NC(=O)COC(=O)COc1ccccc1F (stereo not given)
  -1	15	-43	6	6	-22	-76	9	-15	3	-2
- CC(C)C[C@H]1CNC(=O)C(=O)N1C[C@H]1CCCN1C[C@H](CC(C)C)N1C[C@H](Cc2ccccc2)N(CCc2ccccc2)C(=O)C1=O
  12	11	x	15	2	-23	14	-4	-17	-10	7
- O=C(c1ccc(Cl)cc1)N1CCc2c([nH]c3ccccc23)C1C(F)(F)F (stereo not given)
  18	19	-1	35	6	x	-3	-18	-10	11	19
- COc1ccccc1NS(=O)(=O)c1cc(NC(=O)c2cccs2)ccc1N1CCCC1
  20	-26	-16	-5	21	-16	-38	15	4	-10	21
- O=C(Cc1cccc2ccccc12)N1CCCc2ccccc21
  25	8	-10	21	5	-10	16	-4	-14	5	15
- COc1cccc(N2C(=O)CN(Cc3cc(OC)c(OC)c(OC)c3)C2=S)c1
  -15	1	-7	3	4	25	15	2	-8	-5	-8
- O=C(/C=C/c1ccc(Cl)cc1Cl)N1CCc2ccccc21
  -18	-28	-54	-31	-10	-62	-93	61*	-20	-74	-45
- O=C(Cc1ccsc1)NNC(=O)c1ccccc1O
  14	-9	-2	9	3	3	-16	25	8	4	11
- COc1ccc(CN2CC(C(=O)NCCC(C)C)CC2=O)cc1 (stereo not given)
  26	-11	6	-4	9	4	-9	-1	0	-5	15
- CCOC(=O)c1sc(NC(=O)C(CC)Sc2nccn2C)nc1C (stereo not given)
  -1	-3	-10	-19	7	60	-21	2	6	3	7
- CCc1c(C(=O)NN2C(=O)C3CCCCC3C2=O)csc1C (stereo not given)
  -11	-6	1	-31	-2	-9	1	9	-2	-16	-7
- COc1ccc(NCC(O)Cn2c(C)c(C)c3ccccc32)cc1 (stereo not given)
  14	-6	-3	3	-18	8	-66	-13	18	-4	18
- CCc1ccccc1N(CC(=O)N1CCN(c2ccc(F)cc2)CC1)S(C)(=O)=O
  6	13	-4	15	6	-13	-10	-3	13	1	10
- Cc1ccc(CNC(=O)C2CCC(=O)N(Cc3ccc(Cl)cc3)C2)cc1F (stereo not given)
  12	-5	-3	-17	7	1	-4	-4	-2	15	22
- Cc1cccc(C(=O)OCC(=O)N2CCCC2=O)c1[N+](=O)[O-]
  0	-4	3	4	-16	-3	-32	-5	16	7	-26
- O=C(O)CC1(CC(=O)Nc2ccc(F)cc2F)CCCCC1
  -18	13	x	-2	10	-6	-4	9	-22	7	7
- CC(=O)Nc1ccc(N2C(=O)CSC2c2c(F)cccc2Cl)cc1 (stereo not given)
  22	-5	3	5	-6	6	7	7	2	-3	10
- COc1ccc(N(CC(=O)N2CCCC(C)C2)S(=O)(=O)c2c(C)nn(C)c2C)cc1 (stereo not given)
  7	7	3	0	14	-10	-11	4	7	-1	-1
- CS(=O)(=O)Nc1ccc(C(=O)NCC2CCCO2)cc1 (stereo not given)
  0	-9	39	1	0	6	-11	-17	9	-3	-2

Continuation:
The line under a structure holds: TWEAK Fn14 block	NR2F2 inh	EBV LMP1 NFkB	TROY signal inh	KKLEB tox	Shn3 3UTR inh	NCOA1 inh	TRAIL sens C8	CF NFkB block	LRH-1 inv ag	SRC3 inh
- CCCN(CCC)Cc1cc(=O)oc2cc(OC)ccc12
  9	7	x	9	7	8	-16	-5	8	6	-2
- Cc1cc(C)c(C)c(S(=O)(=O)N2CCN(C(=O)c3cc(=O)[nH]c4ccccc34)CC2)c1C
  54*	2	16	7	-17	15	13	-5	37	0	20
- Cc1nn(-c2nc3ccccc3s2)c(N)c1Sc1ccc(F)cc1
  -44	-16	-102	-9	1	-59	-62	38	-10	-25	-35
- O=C(CCC1CCCN(C(=O)c2ccc3c(c2)OCO3)C1)N1CCN(c2ccccn2)CC1 (stereo not given)
  -7	6	-5	22	11	-1	8	4	0	15	-9
- Cc1oc(-c2ccccc2)nc1CS(=O)CC(=O)N1CCc2ccccc2C1 (stereo not given)
  2	-10	0	-9	7	8	-23	-4	6	22	-11
- O=C(Nc1ncccn1)c1cc(-c2ccc(F)cc2)nc2ccccc12
  -7	-6	-2	-3	-2	2	11	6	-16	10	10
- CCn1c(C(=O)N2CCC(C(=O)NCc3cccs3)CC2)cc2sccc21
  8	11	-12	-4	5	17	12	-8	-20	-16	0
- Cc1cccc(NC(=O)/C(C#N)=C/c2ccc[nH]2)c1C
  -40	-20	-11	-22	19	-8	-16	9	-27	-44	-22
- Cc1ccc(C(=O)CCNc2cccc(Br)c2)o1
  16	7	2	20	-11	1	-17	-15	4	-24	-15
- O=C(NCc1cccnc1)c1cnn2ccccc12
  3	-8	-1	4	-1	2	8	2	25	-21	0
- Cc1ccccc1C(=O)NC(=S)NCC(=O)c1ccccc1
  0	11	-1	-26	1	-27	-24	8	-12	1	3
- O=C(CCn1c(=S)[nH]c2ccccc2c1=O)N1CCOCC1
  -30	17	0	-3	-9	-26	-6	-2	-17	3	-12
- COc1cc(-c2n[nH]c(=S)n2/N=C/c2cccn2C)cc(OC)c1OC
  6	0	0	4	14	-11	-24	2	-5	6	10
- CN(C)CCC#CC1(O)c2ccccc2-c2ccccc21
  -9	19	10	-1	2	6	18	-4	17	5	-12
- CCCCNc1c(-c2ccc(SC(C)CC)c(OC)c2)nc2ccc(C)cn12 (stereo not given)
  21	16	-15	-8	-4	18	-2	24	-13	-16	-12
- COCCNC(=O)CN(C(=O)CCC(=O)Nc1cc(C)on1)c1ccccc1C
  -4	13	3	4	7	-2	-4	1	4	11	14
- O=C(CSc1nc(=O)[nH]c2c1CCCC2)Nc1cc(C(F)(F)F)cc(C(F)(F)F)c1
  13	-2	26	15	-5	59	-3	15	8	-4	8
- O=C(CCSCc1ccccc1)Nc1ccc2c(c1)OCCO2
  -38	-21	-25	-55	-10	-9	-36	-3	9	-5	-12
- Nc1nc(N)c(N=Nc2ccccc2)c(=O)[nH]1
  2	-11	-16	0	-2	-17	-22	64*	23	-44	-31
- COc1ccc(C(=O)NCC(C)C)c(OC)c1
  6	-8	-3	-2	2	7	-28	-2	-10	4	-22
- O=C(N/N=C/c1cc(Br)c(O)c(Br)c1)c1cc2c(ccc3ccccc32)o1
  -51	-7	-6	48	10	-32	2	-5	10	1	-12
- COC(=O)CNC(=O)COC(=O)/C=C/c1ccc(F)cc1
  -16	-9	-8	-28	16	-4	20	7	-2	4	23
- C/C(=N\NC(=S)Nc1c(C)cccc1C)c1ccc(OC(F)F)cc1
  -54	21	4	8	-14	14	1	7	10	1	7
- Cc1cccc(N2CCN(C(=O)c3noc4c3COc3ccc(C)cc3-4)CC2C)c1 (stereo not given)
  32	14	2	18	-4	-4	4	-21	16	7	18
- CCN(c1ccccc1)S(=O)(=O)c1cc2c(cc1C)NC(=O)CO2
  0	8	-5	-2	1	11	-12	-2	2	-4	-23
- COc1ccc(OC)c([N+](=O)[O-])c1C(N)=O
  4	-12	4	-3	10	1	-28	0	-26	-12	14
- COc1cc(C(=O)NCC(c2ccco2)N2CCc3ccccc32)cc(OC)c1OC (stereo not given)
  -5	20	8	14	12	30	19	-4	-17	-14	4
- CCCN(C(=O)COC(=O)C12CCC(=O)N1c1ccccc1S2)c1c(N)n(Cc2ccccc2)c(=O)[nH]c1=O (stereo not given)
  6	0	0	7	-22	-9	0	-13	6	-1	-7
- COc1ccc(S(=O)(=O)NCc2cccnc2)cc1C
  5	7	-5	6	0	0	4	-9	12	5	12
- Cc1ccc(-n2c(=O)cc(N3CCc4ccccc4C3)[nH]c2=O)cc1
  15	1	4	-4	-10	4	6	-31	-9	6	1

Next part
The line under a structure holds: TWEAK Fn14 block	NR2F2 inh	EBV LMP1 NFkB	TROY signal inh	KKLEB tox	Shn3 3UTR inh	NCOA1 inh	TRAIL sens C8	CF NFkB block	LRH-1 inv ag	SRC3 inh
- O=C1CCCC(=O)C1=Cc1c[nH]c2ccccc12
  7	1	-1	-2	-8	-14	6	-5	15	-25	-1
- CC(=O)Nc1ccc(NC(=O)Cn2c(CC(=O)N3CCCC3)nc3ccccc32)cc1
  -20	x	-6	0	11	-1	-10	-4	-3	-5	7
- O=C(NCc1ccccn1)c1cccc(S(=O)(=O)N2CCc3ccccc32)c1
  -10	3	6	2	-8	18	0	-17	-11	-12	-15
- O=C(N/N=C/c1ccc([N+](=O)[O-])o1)C(O)c1ccccc1 (stereo not given)
  4	-3	-1	-7	2	7	-23	6	-16	5	0
- COC(=O)c1c(NC(=O)C2CCCCC2)sc2c1CCN(C(C)C)C2
  -15	9	1	-80	30	23	8	3	-52	10	2
- Cc1sc2nc(-c3ccccc3)oc(=O)c2c1C
  23	-12	-3	-27	-7	-29	-21	5	12	2	-2
- Cc1ccccc1C(=O)NNC(=O)c1ccc2nc[nH]c2c1
  8	12	-2	7	2	-12	-16	4	8	-13	-6
- COc1ccc(CCNC(=O)CSc2nc(N)c(C#N)c(-c3cccs3)c2C#N)cc1OC
  17	6	-31	14	5	16	-4	-4	-11	2	-14
- COc1cccc(C(=O)O/N=C(\N)c2ccccn2)c1
  101*	6	68*	79*	-3	39	-126	79*	-12	-75	-76
- CN1CCN(C(=O)/C=C/c2c(F)cccc2Cl)CC1
  -13	-22	-7	3	2	-16	-21	7	-6	11	-2
